Bioassay records deposited in PubChem BioAssay by several laboratories.
ZTA counter: ZTA (EBV) inhibition in EBNA-1 counter-screen; ZTA-DNA binding, fluorescence polarization; P03206; inhibition, % at 11 µM; 320,000 tested, 0.15% active; in the data active means inhibition above about 33%
LAP4-GFP MLPCN: modulators of LAP4-GFP expression in yeast, primary screen, S. cerevisiae, multiplex flow cytometry, MLPCN library; 3 h; median GFP as percent of DMSO wells; GFP response vs DMSO, % at 10 µM; 320,000 tested, 0.34% active; AID 2023, 2009;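 active means GFP response vs DMSO above a set limit, about the screen mean plus 3 SD, cut at about 150% in these data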
AHR activator: AHR activators, primary screen, cell-based, luminescence, luciferase reporter, human; activation, % at 5 µM; AID 2796, 2010; Aryl hydrocarbon receptor (Homo sapiens), P35869; 320,000 tested, 2.5% active; AHR-responsive luciferase reporter cells; in the data active means activation above about 47%;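 further: 0% = vehicle wells and 100% = reference agonist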
RPL19A TOR yeast: RPL19A-GFP expression modulators in yeast, primary screen, cell-based, S. cerevisiae, multiplex flow cytometry, MLPCN; S. cerevisiae RPL19A-GFP strain, 3 h; active compounds read low; percent response vs DMSO, % at 10 µM; 330,000 tested, 0.3% active;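 active means percent response vs DMSO below 50%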;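 further: median channel GFP fluorescence of the barcoded RPL19A-GFP strain; ratio of sample median GFP to plate DMSO average so 100% = DMSO; lower means less RPL19A-GFP as with rapamycin TOR inhibition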
proCasp3 act: activators of human procaspase-3 D3A mutant, primary screen, biochemical, absorbance, PC-3 D3A mutant, single concentration. Caspase-3 (Homo sapiens), P42574. recombinant procaspase-3 D3A, Ac-DEVD-pNA absorbance 405 nm. activation, % at 8.5 µM. 330,000 tested, 0.11% active;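 active means activation above the mean of all tested compounds plus 3 SD, cut at about 21% in these data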;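 further: 0% = DMSO alone and 100% = DMSO wells spiked with extra 5 µM PC-3 D3A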
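Compound: 8.5 µM single point, 0.8% DMSO / Material: Autoprocessing-dead procaspase-3 D3A mutant enzyme / Timing: 1 h preincubation plus 2 h reaction at 25 °C / Medium: Zinc-free HEPES/NaCl buffer with 0.01% Triton X-100 at pH 7.4 / Technique: 405 nm absorbance of p-nitroaniline, reads at 0 and 120 min / Repeats: one well per compound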
MEP2 TOR yeast: modulators of MEP2-GFP levels in yeast, primary screen, S. cerevisiae, multiplex flow cytometry, MLPCN library; GFP response vs DMSO, % at 10 µM; S. cerevisiae MEP2-GFP strain, 3 h; 100% = DMSO control level; 330,000 tested, 0.51% active;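 active means GFP response versus DMSO above a set limit, roughly screen mean plus 3 SD, cut at about 180% in these data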;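 further: median GFP fluorescence of the barcode-gated MEP2-GFP cells per well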
procasp7 counter: procaspase-7 activators, primary screen, counter-screen for procaspase-3 activator project, biochemical, absorbance, HTS, human. 330,000 tested, 0.093% active. recombinant procaspase-7, Ac-DEVD-pNA absorbance 405 nm; D23A/D198A/D206A triple mutant, cannot self-cleave; scale: DMSO 0, 5 µM enzyme 100. activation, % at 8.5 µM. AID 463210, 2010. Caspase-7 (Homo sapiens), P55210;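 active means percent activation above the screen-wide mean plus 3 SD, cut at about 25% in these data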
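System: Uncleavable procaspase-7 mutant enzyme; Amount: 2 µM procaspase-7 mutant as dispensed; Schedule: 1 h compound preincubation, 2 h substrate cleavage, 25 °C; Measured by: 405 nm absorbance of p-nitroaniline; Evaluation: percent activation from buffer-corrected 0–120 min absorbance change; Control set: low DMSO alone, high DMSO plus 5 µM PC-7.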
EBNA-1 inh: EBNA-1 DNA-binding inhibitors, primary screen, biochemical, fluorescence polarization; inhibition, % at 14.8 µM; 300,000 tested, 0.34% active; in the data active means inhibition above about 28%
Numbers without * were called inactive; . = no result given. An unsorted share of the library; overall some 3.8% were active at least once.

SMILES	ZTA counter	LAP4-GFP MLPCN	AHR activator	RPL19A TOR yeast	proCasp3 act	MEP2 TOR yeast	procasp7 counter	EBNA-1 inh
O=C(Cn1c(=O)c(=O)n(Cc2ccccc2)c2ccc(Cl)cc21)Nc1cc(F)ccc1F	-7.1	89.6	1.9	101.3	7.0	95.0	0.4	-4.2
Cn1c(SCc2nnc(-c3ccccc3)o2)nc2ccccc21	-18.4	99.4	-5.2	103.7	-6.5	102.7	0.9	4.9
N#CCCN(C(=O)COC(=O)C1CCN(S(=O)(=O)c2ccc3c(c2)OCCO3)CC1)c1ccccc1	9.2	118.1	-2.1	103.8	8.9	104.4	-3.2	7.0
CCOc1ccc(N(C)S(=O)(=O)c2ccc(-c3ccc(=O)[nH]n3)s2)cc1	-14.9	101.1	6.4	100.2	0.2	104.2	-10.3	-9.4
COc1ccc(N2CCN(c3ncccc3C#N)CC2)cc1	-10.3	94.4	3.1	104.6	-2.5	93.3	7.4	-4.7
O=C(CN1CCN(Cc2ccccc2)CC1)NC(c1ccccc1)c1ccccc1	-15.3	104.5	1.9	97.3	-5.6	94.6	2.3	-6.7
O=S(=O)(Nc1cccc(-c2nc3cccnc3s2)c1)c1ccc2c(c1)CCCC2	1.3	100.9	15.9	97.4	2.0	107.2	12.1	-0.3
CC1CCCCC1NC(=O)COC(=O)c1ccc(N(C)C)cc1 (stereo not given)	3.6	92.4	1.9	97.1	1.8	98.0	11.6	1.1
O=C(CCn1ccnc1)Nc1nc2ccccc2[nH]1	11.5	106.2	34.0	103.5	3.2	102.4	4.3	-4.6
Nc1nc2cc3ccccc3cc2[nH]c1=O	-13.1	95.9	17.3	104.7	-8.6	108.3	9.0	-0.2
CCOc1ccc(C(C)(C)C)cc1S(=O)(=O)N1CC(C)OC(C)C1 (stereo not given)	4.2	76.1	6.7	90.6	-2.1	83.7	4.4	1.8
COC(=O)Cc1ccc(NC(=S)NCc2ccc(S(N)(=O)=O)cc2)cc1	5.6	99.9	-2.0	101.3	0.1	98.4	10.4	-0.5
COc1cc(/C=N/n2c(-c3n[nH]c4c3CCC4)n[nH]c2=S)cc(OC)c1O	-17.3	100.2	5.5	98.2	2.2	101.8	-6.2	1.0
Cc1nc(Nc2ccc(F)cc2)[nH]c(=O)c1CCC(C)C	-3.4	97.6	-9.0	99.8	0.5	100.8	0.4	3.5
COc1cccc(CC2(CO)CCN(Cc3ccc4cccc(F)c4n3)CC2)c1	-1.4	108.0	10.9	107.1	4.9	105.0	9.1	-0.5
CCOc1ccc(/C=N/O)cc1	-27.9	144.2	0.6	98.0	10.9	101.7	-2.5	9.4
CCOC(=O)C1=C(CC)Nc2ccccc2N=C1NC(=O)Nc1ccccc1OC	-7.0	136.8	4.0	92.6	10.8	165.2	6.2	-0.9
COc1ccc(C2=NN(C(=O)COC(=O)c3ccc(S(C)(=O)=O)c([N+](=O)[O-])c3)C(c3ccco3)C2)cc1 (stereo not given)	.	99.1	1.1	98.9	4.5	116.9	-0.1	.
CC(Sc1nnc(COc2ccc(Cl)cc2)n1Cc1ccccc1)C(=O)O (stereo not given)	12.3	99.1	1.0	100.0	-2.3	97.9	11.9	10.7
COc1ccccc1NC(=O)Oc1ccc(C(C)=O)cc1	3.6	104.3	21.2	102.5	-5.6	103.5	1.8	-10.3
CN(CCOc1ccc(Cl)cc1)C(=O)Cc1ccc(S(=O)(=O)N2CCOCC2)s1	-3.3	99.6	0.8	97.9	-3.9	97.1	-7.5	.
CN(C(=O)CSc1ccncc1)C1CCCN(Cc2ccccc2F)C1 (stereo not given)	9.1	98.5	-2.8	107.1	-1.0	99.7	-7.1	-0.9
Fc1ccccc1-c1nc(NC2CCCC2)c2ccccc2n1	-10.9	83.9	13.0	102.6	-4.2	104.6	5.3	0.9
COc1ccc(C)cc1S(=O)(=O)NC(C)C(=O)Nc1ccc2c(c1)OCO2 (stereo not given)	4.3	98.2	2.6	97.8	1.4	101.8	5.5	4.5
O=S(=O)(NCCC1=CCCCC1)c1ccc(Br)cc1	-0.3	87.8	0.6	98.0	9.5	92.4	5.2	-5.3
Cc1ccc(-c2ccc(=O)n(CC(=O)NCCCN3CCCCC3)n2)cc1	-7.4	96.4	-1.9	100.0	-1.1	105.0	2.7	11.4
CC(C)(C)NC(=O)COC(=O)CNC(=O)c1cc(Cl)cc([N+](=O)[O-])c1	-1.2	94.8	-1.4	103.2	7.1	103.4	13.5	0.9
Cc1ccc(C)c(CN2CCC(CNC(=O)Nc3ccc(C)c(C)c3)CC2)c1	-0.3	99.3	1.0	102.3	8.4	108.4	-5.5	-8.7
Cc1c(C(=O)NC(=S)NCC(C)C)oc2ccccc12	3.4	109.1	5.9	97.2	12.4	96.9	6.2	7.1
COc1ccc(NC(=O)C2(c3ccc(NC(=O)c4ccc(C)cc4)cc3)CCCC2)cc1	-14.0	101.2	-0.7	99.0	-0.1	99.4	1.4	3.5

Another view of some results above:
Value order: ZTA counter | LAP4-GFP MLPCN | AHR activator | RPL19A TOR yeast | proCasp3 act | MEP2 TOR yeast | procasp7 counter | EBNA-1 inh
Nc1nc2cc3ccccc3cc2[nH]c1=O
 : -13.1 | 95.9 | 17.3 | 104.7 | -8.6 | 108.3 | 9.0 | -0.2
CCOc1ccc(C(C)(C)C)cc1S(=O)(=O)N1CC(C)OC(C)C1 (stereo not given)
 : 4.2 | 76.1 | 6.7 | 90.6 | -2.1 | 83.7 | 4.4 | 1.8
COC(=O)Cc1ccc(NC(=S)NCc2ccc(S(N)(=O)=O)cc2)cc1
 : 5.6 | 99.9 | -2.0 | 101.3 | 0.1 | 98.4 | 10.4 | -0.5
COc1cc(/C=N/n2c(-c3n[nH]c4c3CCC4)n[nH]c2=S)cc(OC)c1O
 : -17.3 | 100.2 | 5.5 | 98.2 | 2.2 | 101.8 | -6.2 | 1.0

Other records
SMILES	ZTA counter	LAP4-GFP MLPCN	AHR activator	RPL19A TOR yeast	proCasp3 act	MEP2 TOR yeast	procasp7 counter	EBNA-1 inh
Cc1cccc(NC(=O)CN(C)S(=O)(=O)c2cnc[nH]2)c1	-12.1	97.0	1.8	97.3	-3.2	105.1	10.2	7.9
Cn1c(=O)c2c(nc(/C=C/c3cccc(Cl)c3)n2C)n(C)c1=O	-11.5	109.3	86.0*	99.0	1.9	93.7	-4.3	0.9
CC(C)(C)n1nnnc1CN1CCN(C(c2ccccc2)c2ccccc2)CC1	-1.5	98.5	-0.2	97.4	-1.9	108.0	4.4	-4.0
COc1ccc(NS(=O)(=O)c2ccc(NC(=O)Cc3cccs3)cc2)cc1	-6.1	112.0	-0.5	94.4	7.3	87.5	4.7	-3.9
CC(C)(C)OC(=O)N[C@@H](C(=O)OC(C)(C)C)c1ccc2c(c1)OCO2	-2.4	107.0	0.3	93.6	-0.7	85.3	0.7	.
COc1cccc(C(=O)NC2CCCC2)c1	0.3	107.7	6.0	98.2	-5.1	100.5	-6.5	-3.8
CCOC(=O)c1sc(NC(=S)NC(=O)CC(C)C)cc1C	-6.0	95.4	-3.5	88.8	8.8	90.2	4.4	4.6
O=C(Nc1ccc2c(c1)OCO2)C1CCN(C(=O)CSc2ncnc3ccccc23)CC1	13.3	96.9	18.6	104.9	-5.7	104.3	-5.4	-5.8
O=C(O)/C=C\c1cccc(-n2nnnc2SCc2ccccc2F)c1	-17.5	100.4	0.7	101.7	6.1	105.2	2.3	-10.4
C=CCN=C1SCC(=O)N1S(=O)(=O)c1ccccc1	10.1	.	-1.7	90.1	6.6	89.7	-5.8	-13.4
COc1cc(C(=O)NCCN2CCOCC2)cc(OC)c1OC	-3.0	102.0	4.6	95.9	-2.8	99.0	-3.0	-16.4
COc1cc(NC(=O)CNC(=O)Cn2ccc3ccccc3c2=O)cc(OC)c1OC	-1.4	106.3	-1.1	89.7	3.6	147.6	8.5	-3.7
CCc1ccc(NC(=O)CSc2nc3[nH]ncc3c(=O)[nH]2)cc1	7.4	92.9	19.3	107.2	8.6	105.0	-1.3	2.8
COc1cccc(/C=N/Nc2snc(SC)c2C#N)c1O	-5.1	.	38.6	.	-8.0	.	3.0	4.7
CC(NC(=O)c1ccc(-c2ccccc2)cc1)C(c1ccccc1)N1CCOCC1 (stereo not given)	-1.8	108.2	-0.2	100.1	2.1	107.7	6.8	.
O=C(N1CCCC1)C12CC3CCC(CC(C3)C1)C2	-9.5	117.3	-1.5	97.1	-1.6	100.7	0.1	-10.4
CC(C)Cc1nc(SCC(=O)NCC2CCCO2)c2c(=O)n(C)c(=O)n(C)c2n1 (stereo not given)	3.2	98.1	-1.2	111.4	9.3	109.1	-2.7	1.5
Cc1cc(C(=O)Nc2c(C)nn(Cc3ccc(Cl)cc3)c2C)no1	8.6	100.2	4.2	97.5	2.8	99.8	5.0	-6.8
CN(C)/C=C/C(=O)c1ccccc1OCc1cnc(Cl)s1	2.8	96.1	2.8	94.6	-4.8	79.6	-4.7	-0.7
CC1CCCC(C)N1CCNC(=O)Nc1ccc(Cl)cc1 (stereo not given)	-10.9	96.2	-1.5	96.6	5.1	97.7	5.6	2.7
N#C/C(=C\c1c(N2CCN(c3ccccc3)CC2)nc2ccccn2c1=O)S(=O)(=O)c1ccccc1	-20.0	98.3	0.5	93.5	-5.3	87.9	-5.5	-2.4
CC1CCCC(C)N1C(=O)COC(=O)c1cc(-c2cccs2)nn1-c1ccccc1 (stereo not given)	2.8	113.4	-0.5	103.9	-6.0	109.2	10.4	2.1
NC(=O)Cn1c(=O)n(CC(=O)N2CCCCC2)c(=O)c2sccc21	11.0	92.4	0.0	99.8	5.1	98.4	7.2	5.6
O=C(O)COc1ccccc1/C=C1\C(=O)Nc2ccc(Br)cc21	11.7	106.8	7.9	101.6	1.8	102.4	2.4	8.6
